Source: PubChem
GPR151 ag: activates the human receptor GPR151. activation, % at 11.2 µM. Q8TDV0. actives 1% (n = 650,000). AID 1508602. PathHunter beta-arrestin GPR151 cells, luminescence; in the data active means activation above about 4.9%;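 further: 0% = median of compound wells and 100% = cells with positive control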
Target sequence (Q8TDV0 whole entry, looked up): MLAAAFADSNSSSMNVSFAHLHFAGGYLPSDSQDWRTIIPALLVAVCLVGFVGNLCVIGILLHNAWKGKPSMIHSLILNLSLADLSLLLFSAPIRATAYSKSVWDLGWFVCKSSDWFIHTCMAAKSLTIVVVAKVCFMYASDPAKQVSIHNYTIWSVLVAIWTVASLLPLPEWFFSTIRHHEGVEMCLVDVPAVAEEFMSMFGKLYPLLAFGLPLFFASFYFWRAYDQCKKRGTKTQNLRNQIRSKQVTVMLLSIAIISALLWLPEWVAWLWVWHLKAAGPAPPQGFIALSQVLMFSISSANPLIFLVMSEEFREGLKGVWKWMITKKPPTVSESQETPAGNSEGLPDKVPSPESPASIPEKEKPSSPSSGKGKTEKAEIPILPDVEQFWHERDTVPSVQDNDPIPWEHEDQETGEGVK
MITF primary: human MITF inhibition, primary screen. inhibition, % at 2.6 µM. actives 0.91% (n = 650,000). AlphaScreen MITF homodimerization, bead proximity signal; in the data active means inhibition above about 50%;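 further: 0% = vehicle wells with protein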
TEAD-YAP inh: TEAD-YAP interaction inhibition; HEK-TIYL cells, TEAD-Gal4/YAP UAS-luciferase luminescence; inhibition, % at 9.12 µM; actives 1.4% (n = 640,000); AID 1259422; in the data active means inhibition above about 32%;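 further: 0% = median of test compound wells and 100% = reference inhibitor wells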
FBW7 act: activators of human E3 ligase FBW7; Q969H0; actives 0.13% (n = 650,000); normalized activity (activation), % at 26.1 µM; AlphaScreen FBW7–phospho-cyclin E peptide binding, activator screen; in the data active means normalized activity above about 1.9%;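 further: purified mutant Fbw7 with reduced substrate affinity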
Target sequence (Q969H0 whole entry, looked up): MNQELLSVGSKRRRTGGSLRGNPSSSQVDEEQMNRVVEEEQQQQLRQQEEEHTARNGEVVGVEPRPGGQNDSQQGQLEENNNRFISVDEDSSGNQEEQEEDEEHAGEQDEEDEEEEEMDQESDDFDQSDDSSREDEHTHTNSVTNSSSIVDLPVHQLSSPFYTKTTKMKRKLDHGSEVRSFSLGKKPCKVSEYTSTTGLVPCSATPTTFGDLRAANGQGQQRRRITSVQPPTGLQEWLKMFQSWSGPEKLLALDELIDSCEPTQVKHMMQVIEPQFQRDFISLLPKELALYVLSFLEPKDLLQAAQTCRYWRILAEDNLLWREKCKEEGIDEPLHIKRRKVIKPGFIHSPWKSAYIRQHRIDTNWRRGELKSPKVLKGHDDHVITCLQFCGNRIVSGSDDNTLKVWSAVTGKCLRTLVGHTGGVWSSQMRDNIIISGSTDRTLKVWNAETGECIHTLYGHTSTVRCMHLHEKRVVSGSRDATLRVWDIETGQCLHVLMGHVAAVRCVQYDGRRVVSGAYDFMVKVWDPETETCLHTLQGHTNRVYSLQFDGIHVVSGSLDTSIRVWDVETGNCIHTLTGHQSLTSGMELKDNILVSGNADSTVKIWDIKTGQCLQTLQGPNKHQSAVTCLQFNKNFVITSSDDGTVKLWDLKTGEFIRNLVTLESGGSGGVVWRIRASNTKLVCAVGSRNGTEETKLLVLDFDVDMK
Active calls of the source: *. The order is random; any-hit rate near 3.5%.

SMILES	GPR151 ag	MITF primary	TEAD-YAP inh	FBW7 act
COc1cc(-c2noc(C3CC(=O)N(c4ccc(C)cc4C)C3)n2)cc(OC)c1OC (configuration not stated)	-1.1	-1	44*	-0.2
Cc1nc2c(sc3nc4c(cc32)COC(C)(C)C4)c(=O)n1C	-1.1	13	-39	0.0
O=C(O)c1cccc(/C=N/O)c1O	-0.9	3	-14	-0.1
CN1CCCN(C(=O)C2CC23CCN(Cc2ccc(Cl)cc2)CC3)CC1 (configuration not stated)	-0.8	-6	-4	-0.1
Cc1cc(Br)ccc1NC(=O)CSc1cc(=O)n(C)c2ccccc12	-0.8	17	7	0.2
Cc1csc2nc(=O)c3ccccc3n12	0.4	-4	-8	-0.1
Cc1nc2c(C(=O)N3CCOCC3)cnn2c(C)c1Cc1ccc(Cl)cc1	0.1	-6	-9	-0.2
CC(C)OP(=O)(OC(C)C)C(Nc1ccc(N)cc1)c1cccc(N)c1 (configuration not stated)	0.7	3	-2	-0.2
O=C(O)C1CCC(CN(Cc2cccc(Br)c2)C(=S)Nc2cccc(C(F)(F)F)c2)CC1 (configuration not stated)	-2.0	15	4	0.5
CC(C)(C)C(=O)Nc1nsc(-c2ccccc2)n1	-0.6	12	-33	-0.2
COc1ccc(Cl)cc1S(=O)(=O)N1CCCc2ccccc21	-1.2	13	-3	0.1
Oc1ccc(-c2cc(-c3ccccc3)c3cc(Br)ccc3n2)cc1	0.4	-11	21	0.0
COc1ccc2oc(=O)cc(O)c2c1	0.7	7	8	0.5
O=C(O)CNS(=O)(=O)c1ccc2c3c(cccc13)C(=O)N2	-1.3	22	2	0.1
CC(=O)OC(C)(C)C#CCN1CCOCC1	1.7	-6	9	-0.3
COc1ccccc1-c1nc(SCC(=O)O)c2c(=O)n(C)c(=O)n(C)c2n1	-0.6	1	3	-0.1
NC(=O)c1cnc(Nc2ccnc(Nc3ccc(N4CCOCC4)cc3)c2)s1	-0.8	15	9	-0.1
Cc1nnc2c3ccccc3c(Cl)nn12	1.7	8	5	0.1
C=CCn1c(SCCCCCC)nc2sc3c(c2c1=O)CC(C(C)C)OC3 (configuration not stated)	1.6	12	5	0.1
COc1ccc(-c2nc(NC(C)=O)sc2C)cc1[N+](=O)[O-]	1.4	2	13	-0.1
C/C(=N\N=C(/C)c1ccc(N(C)C)cc1)c1ccc(N(C)C)cc1	1.1	10	2	-0.1
O=C1CCCc2c1cc(C(=O)O)c(=O)n2-c1ccc(Cl)cc1	0.9	-11	0	-0.3
O=C(O)CCCNC(=O)OCc1ccc([N+](=O)[O-])cc1	0.0	9	-6	0.7
CC(=O)Nc1nnc(SCc2ccc(C(C)(C)C)cc2)s1	1.5	-17	-24	0.2
Cc1ccc(-n2cc(-c3ccccc3)c3c(NCc4cccs4)ncnc32)cc1	-0.4	-3	-7	0.3

Other entries:
SMILES	GPR151 ag	MITF primary	TEAD-YAP inh	FBW7 act
CC1CC(=O)N(CC(=O)Nc2ccc(F)cc2F)c2ccccc2S1 (configuration not stated)	-0.1	0	-2	0.1
CN1CCN(c2cc(-c3ccc(NC(=O)[C@H]4COc5ccccc5O4)cc3F)ccn2)CC1	0.1	10	-5	-0.2
COc1ccc(N(CC(=O)N=Nc2c(O)[nH]c3ccccc23)S(C)(=O)=O)cc1OC	-0.4	-12	-3	0.1
COc1ccc(N2C(=O)C3CCCN3C2c2cccs2)cc1 (configuration not stated)	0.1	10	0	0.1
O=C(Nc1cc(C(F)(F)F)ccc1Cl)c1ccc([N+](=O)[O-])o1	-1.2	20	27	-0.1
CN(C)CCNC(=O)COc1ccc(Br)cc1Cl	-0.7	10	3	-0.1
CCSc1nc2sccn2c(=O)c1C(=O)NC(C)COC (configuration not stated)	0.3	-1	10	0.1
Cc1nc2c(C(=O)NCc3ccccc3Cl)cnn2c(C)c1Cc1ccccc1Cl	-0.8	8	1	0.0
CC(=O)Nc1ccc(NC(=O)COC(=O)CCSc2ccccc2)cc1	-0.4	2	10	0.0
Cc1cccc(C)c1N=C1S/C(=C\c2cccc(Br)c2)C(=O)N1c1ccccc1	0.7	-16	3	0.3
O=C1CCCN1CCCNc1cc(-c2ccc3[nH]ccc3c2)ncn1	-1.8	6	-6	-0.2
CC1CN(CCCCOc2ccc([N+](=O)[O-])cc2)CC(C)O1 (configuration not stated)	-0.2	6	1	-0.2
O=c1nc(N/N=C/c2ccccc2C(F)(F)F)cn[nH]1	-3.2	18	18	-0.1
COC(=O)C1=CN(C(C)C)C=C(C(=O)OC)C1c1ccc2c(c1)OCO2	-1.2	-5	-5	0.8
Clc1ccc(Cc2noc(C34CC5CC(CC(C5)C3)C4)n2)cc1	-0.4	4	27	0.0
CCS(=O)(=O)N1CCC(NC(=O)Cc2ccc(OC)c(OC)c2)CC1	-0.5	-10	10	-0.1
COc1ccccc1N1CCN(C2CCCN(C(=O)c3c(C)nc4sccn34)C2)CC1 (configuration not stated)	-0.7	-4	5	-0.1
COc1ccc(C2C(C#N)=C(N)Oc3cc(C)oc(=O)c32)cc1 (configuration not stated)	0.0	-9	3	-0.2
O=C(COC(=O)c1ccccc1Cl)c1ccc(Br)cc1	-1.4	5	-28	0.1
COc1cc(NC(=O)C2c3ccccc3Oc3ccccc32)cc(OC)c1OC	3.1	12	5	0.0
COc1ccc(-c2noc(CN3CCN(C(C)=O)CC3)n2)cc1	-1.1	10	8	-0.1
C=CCNC(=O)/C=C/c1ccc(OC)cc1	0.1	4	-37	0.0
O=C1N(Cc2ccccc2)C(c2cccc(F)c2)C1(F)F (configuration not stated)	-2.2	2	-4	-0.1
O=C(c1ccccc1F)N1CCN(c2ccc([N+](=O)[O-])cc2C(F)(F)F)CC1	0.4	-2	0	0.0
CCCOc1ccc(N2C(=O)CC(N3CCC(O)CC3)C2=O)cc1 (configuration not stated)	0.8	11	6	0.2

Some of the entries above in a different format.
CC1CC(=O)N(CC(=O)Nc2ccc(F)cc2F)c2ccccc2S1 (configuration not stated)
  GPR151 ag: -0.1; MITF primary: 0; TEAD-YAP inh: -2; FBW7 act: 0.1

CN1CCN(c2cc(-c3ccc(NC(=O)[C@H]4COc5ccccc5O4)cc3F)ccn2)CC1
  GPR151 ag: 0.1; MITF primary: 10; TEAD-YAP inh: -5; FBW7 act: -0.2

COc1ccc(N(CC(=O)N=Nc2c(O)[nH]c3ccccc23)S(C)(=O)=O)cc1OC
  GPR151 ag: -0.4; MITF primary: -12; TEAD-YAP inh: -3; FBW7 act: 0.1

The list goes on.
SMILES	GPR151 ag	MITF primary	TEAD-YAP inh	FBW7 act
COc1ccc(C2(CNS(C)(=O)=O)CCCC2)cc1	-1.0	9	11	0.1
O=C(NC1CC1)c1ccc2nc(Nc3ncccn3)sc2c1	-0.3	3	-11	-0.1
Cc1ccccc1CN1C[C@@H]2C[C@@H](c3ccncc3)N3CCC[C@@]23C1=O	1.2	10	-11	0.0
Cc1ncc(-c2ccncc2)c(C2CCCN(Cc3ccncc3)C2)n1 (configuration not stated)	0.2	-4	-4	-0.2
C[C@@H]1CN(C(=O)c2nc3ccc(Cl)cn3c2CN2C[C@@H]3CCC[C@H]2C3)C[C@H](C)O1	-1.1	-4	-4	0.0
O=C(CSCc1c(F)cccc1Cl)NC1CCCC1	-0.5	8	-11	0.1
Cc1ccccc1Cn1cc(C=C2C(=O)N(C)C(=O)N(C)C2=O)c2ccccc21	-0.9	17	0	0.0
C/C(=C\C(=O)Nc1ccc(Cl)cc1)NCc1ccc(C)cc1	-1.1	11	8	0.2
Cc1nc(NCc2ccccc2)sc1-c1ccn(CCN(C)C)n1	0.0	9	0	0.0
CCOc1ccc(NS(=O)(=O)c2ccc(N)cc2)cc1Br	0.2	7	2	0.0
COc1ccc(S(=O)(=O)CCC(=O)Nc2cccc(C)n2)cc1	0.1	12	8	0.1
O=C1[C@@H]2C[C@@H](CN2Cc2c(O)ccc3ccccc23)N1c1ccccc1F	2.0	-7	-1	-0.1
CN1CCCN(C(=O)C2CC23CCN(Cc2ccc(-c4ccc(Cl)cc4)o2)CC3)CC1 (configuration not stated)	-0.4	-4	-13	-0.1
COc1ccc(C2CC(c3ccccc3)=NN2C(=O)c2ccccc2)cc1 (configuration not stated)	0.2	9	21	0.0
O=c1[nH]c2cc([N+](=O)[O-])c([N+](=O)[O-])cc2nc1/C=C(\O)c1ccccc1	-0.3	12	2	0.0
C=CCNC(=O)c1cn(C(C)CC)cc(C(=O)NCc2ccsc2)c1=O (configuration not stated)	0.7	10	-1	0.0
O=C(Nc1ccc(-c2cn[nH]n2)cc1)C1COc2ccc(F)cc2C1 (configuration not stated)	2.0	0	34*	-0.1
Cc1cc(C)c(C)c(S(=O)(=O)NCc2ccc(C(N)=O)cc2)c1C	0.3	-2	-12	0.1
COc1ccccc1NC(=O)c1sc2nc(C)nc(N(C)c3ccc(C(C)C)cc3)c2c1C	0.7	-6	3	0.3
Cc1nn(C)c(C)c1-c1nc(Nc2ccccc2)c2ncn(C(C)C)c2n1	0.7	13	-48	0.4
CCOC(=O)CC(NC(=O)COc1ccccc1)c1ccc(OC)cc1 (configuration not stated)	-0.2	-11	7	-0.1
CON(C)C(=O)c1nc(-c2ccccc2)oc1C(F)(F)F	0.6	14	-3	0.2
Cc1ccc(CN2CCN(CCNC(=O)C(=O)Nc3ccc(F)cc3)CC2)cc1	-0.6	3	-8	0.1
N#CCSc1nc2cc(C(=O)N3CCc4ccccc4C3)ccc2c(=O)n1-c1ccccc1	2.0	-1	8	0.1
Cc1cc(C)c(Cc2c(C)nc3c(C(=O)NCCc4ccccc4)cnn3c2C)c(C)c1	0.2	8	5	-0.3

Three structures from above, sorted by count of non-hydrogen atoms, descending.
SMILES	GPR151 ag	MITF primary	TEAD-YAP inh	FBW7 act
Cc1nc2c(C(=O)N3CCOCC3)cnn2c(C)c1Cc1ccc(Cl)cc1	0.1	-6	-9	-0.2
CN1CCCN(C(=O)C2CC23CCN(Cc2ccc(Cl)cc2)CC3)CC1 (configuration not stated)	-0.8	-6	-4	-0.1
CN(C)CCNC(=O)COc1ccc(Br)cc1Cl	-0.7	10	3	-0.1

Later entries:
SMILES	GPR151 ag	MITF primary	TEAD-YAP inh	FBW7 act
Cc1ccc(NC(=O)Cn2cnc3cc(C)c(C)cc32)cc1C	-0.3	0	13	0.0
CC1=C(C(=O)OC(C)C)C(c2cccc(Cl)c2)C(C#N)=C(N)O1 (configuration not stated)	3.0	-16	0	0.0
CCc1ccc(NC(=S)N(CCOC)C2CCN(C(C)=O)CC2)cc1	-1.3	3	-8	-0.1
Cc1ccc(NC(=O)CN(c2cc(C(F)(F)F)ccc2Cl)S(=O)(=O)c2ccccc2)cc1	2.3	10	0	0.3
NC(=O)c1sc2nc3c(cc2c1N)CCC3	0.3	3	0	-0.9
CCOC(=O)c1c(NC(=O)CN(C)C)sc2c1CCCCC2	0.7	9	4	0.2
CCN(O)C(=O)Nc1cccc(Cl)c1	-0.2	70*	-6	0.1
C=CCOc1ccccc1CN1CCN(Cc2ccc(C)o2)C(CCO)C1 (configuration not stated)	-0.6	-14	-6	-0.1
COc1ccc(-n2c(O)c(C3=c4ccccc4=NC3=O)sc2=O)cc1	0.9	15	5	-0.1
CCCOc1ccc(C(=O)Nc2cccc(-c3nc4cc(C)cc(C)c4o3)c2)cc1	2.8	0	-3	0.0
CC1=CC2=NC(=O)/C(=C\c3cc(C)n(-c4cc(Cl)ccc4C)c3C)C(=N)N2O1	-1.8	10	2	0.7
O=C(COc1ccccc1)Nc1sc2c(c1C(=O)NCC1CCCO1)CCCC2 (configuration not stated)	0.5	13	-2	0.1
NS(=O)(=O)c1ccc(Nc2nccc(NC3CCN(C(=O)C4CNCC4c4ccccc4)CC3)n2)cc1 (configuration not stated)	0.1	5	-2	0.4
COc1cc(N2CCOCC2)ccc1Nc1cc(Nc2ccccc2-c2ncco2)c(C(F)(F)F)cn1	-0.4	26	-14	-0.1
O=C(/C=C/c1ccccc1)Nc1nnc(SCC(=O)Nc2ccccc2)s1	1.9	0	-3	0.1
NCCN1C(=O)S/C(=C\c2cccc(Br)c2)C1=O	-1.0	-9	4	0.0
Fc1ccc(CNc2ccc3ncc(-c4cccnc4)n3n2)cc1	0.0	15	14	0.3
CCOc1cc(/C=C2\C(=O)Nc3ccc(Br)cc32)ccc1OCC(=O)O	0.1	8	6	0.1
Cc1cc(C)nc(SCC(=O)N/N=C\c2ccccc2)n1	-0.2	11	2	0.2
CCCCOc1ccc(CC(=O)NCC(=O)NCCc2ccccc2)cc1	-0.7	-20	2	-0.1
CCc1ccc(NC(=O)Cn2c(=O)oc3cc(S(=O)(=O)N4CCOCC4)ccc32)cc1	0.9	4	-8	0.4
COc1ccc(C(=O)NCCc2cn3ccc(C)cc3n2)cc1OC	-0.6	10	1	0.1
N#CC(C#N)=Cc1cn(Cc2ccc([N+](=O)[O-])cc2)c2ccccc12	-1.0	9	8	1.1
O=C(N/N=C/c1ccc(Cl)cc1)c1ccccc1F	2.0	9	-5	0.7
O=S(=O)(Nc1nccs1)c1ccc(Nc2nnc(-c3ccc(Cl)cc3)c3ccccc23)cc1	0.0	-25	-9	-0.1
COc1ccccc1C(=O)Nc1ccc(-c2nc3ncccc3o2)cc1C	0.5	-19	4	0.1

4 entries from above, with each value named.
SMILES: CCCCOc1ccc(CC(=O)NCC(=O)NCCc2ccccc2)cc1
  GPR151 ag: -0.7
  MITF primary: -20
  TEAD-YAP inh: 2
  FBW7 act: -0.1

SMILES: CCc1ccc(NC(=O)Cn2c(=O)oc3cc(S(=O)(=O)N4CCOCC4)ccc32)cc1
  GPR151 ag: 0.9
  MITF primary: 4
  TEAD-YAP inh: -8
  FBW7 act: 0.4

SMILES: COc1ccc(C(=O)NCCc2cn3ccc(C)cc3n2)cc1OC
  GPR151 ag: -0.6
  MITF primary: 10
  TEAD-YAP inh: 1
  FBW7 act: 0.1

SMILES: N#CC(C#N)=Cc1cn(Cc2ccc([N+](=O)[O-])cc2)c2ccccc12
  GPR151 ag: -1.0
  MITF primary: 9
  TEAD-YAP inh: 8
  FBW7 act: 1.1
